ROMK mod: human ROMK K+ channel modulation, primary screen; P48048; AID 1918; B-score at 10 µM; actives 2% (n = 130,000); Tet-inducible ROMK, thallium flux fluorescence; actives lie on both sides;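 active means signal ratio slope over the read window, or its plate-corrected B-score, at least 3 SD from the plate mean, either direction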;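 further: B-score of the F/F0 ratio slope over 7 to 12 s after thallium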
Target sequence (P48048 whole entry, looked up): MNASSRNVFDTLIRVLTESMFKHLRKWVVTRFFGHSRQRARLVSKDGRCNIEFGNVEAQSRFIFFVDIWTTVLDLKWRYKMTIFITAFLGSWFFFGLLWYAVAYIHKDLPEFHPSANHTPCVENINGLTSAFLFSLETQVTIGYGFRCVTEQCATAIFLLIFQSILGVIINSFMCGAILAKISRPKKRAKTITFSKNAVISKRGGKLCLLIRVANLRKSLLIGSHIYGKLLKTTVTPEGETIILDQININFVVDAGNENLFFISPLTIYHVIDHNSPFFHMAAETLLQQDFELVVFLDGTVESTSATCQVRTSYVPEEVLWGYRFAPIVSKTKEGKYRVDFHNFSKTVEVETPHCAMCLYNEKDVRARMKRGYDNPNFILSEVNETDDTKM
PPARg SRC3 recr: agonists of human PPARgamma SRC-3 coactivator recruitment; biochemical PPARgamma/SRC-3 coactivator recruitment assay; activation, % at 8 µM; actives 0.26% (n = 200,000); AID 731; in the data active means activation above about 23%;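 further: 0% = DMSO and 100% = reference agonist; some compounds past the cut are filed as inactive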
PPARg SRC1 recr: agonists of human PPARgamma SRC-1 coactivator recruitment; PPARgamma-SRC-1 coactivator recruitment biochemical assay; activation, % at 8 µM; actives 0.41% (n = 200,000); in the data active means activation above about 19%;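 further: 0% = DMSO and 100% = reference agonist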
S1P3 antag: S1P3 (human) receptor antagonism. actives 0.27% (n = 170,000). Q99500. CHO S1P3 NFAT-BLA reporter, FRET fluorescence, antagonist mode. inhibition, % at 4.98 µM. AID 485;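 active means inhibition above the plate cutoff, the mean inhibition of test wells on that plate plus 3 SD, cut at about 28% in these data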;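 further: cells challenged with S1P at its EC80 of 0.8 µM; blue over green emission ratio from cleaved BLA substrate after 4 h stimulation; 0% = S1P-stimulated wells and 100% = unstimulated DMSO-only wells; some compounds past the cut are filed as inactive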
Diaph act CS: counter-screen for diaphorase-based assays: diaphorase activators and chemical reducers | Diaphorase/resazurin coupled assay, resorufin fluorescence, 16 min; stronger effect = higher value; 1 = vehicle wells, 0 = NADH-free wells | activation factor at 20 µM | actives 0.005% (n = 190,000) | AID 1229;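 active means diaphorase activity raised at least twofold by the compound at 20 µM; inactive means activation factor below 2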
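Test system: Clostridium kluyveri diaphorase, purified enzyme. Buffer or medium: 50 mM HEPES pH 7.4 buffer plus MgCl2 and Tween 20. Also added: 0.114 mM NADH and 0.1 mM resazurin, final amounts. Dosing: compound 20 µM once, DMSO 1%. Schedule: 16 min enzyme reaction, ambient temperature. Detection: fluorescence of resorufin, 544 nm excitation, 590 nm emission.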
Diaph inh CS: inhibits diaphorase or chemically oxidizes, flagging diaphorase assay artifacts; diaphorase resazurin-to-resorufin fluorescence, NADH, 16 min; bacterial (C. kluyveri) enzyme, not human; inhibition, % at 20 µM; actives 0.69% (n = 190,000);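 active means primary screen inhibition at 20 µM above a set limit, cut at about 50% in these data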;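 further: plate controls were DMSO with full reaction for no effect and wells lacking NADH for full effect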
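Detection: fluorescence of resorufin formed from resazurin, Ex 544/Em 590 nm; test system: Clostridium kluyveri diaphorase enzyme; amount: 0.14 U/mL diaphorase, enzyme working solution; times: 16-min room-temperature incubation before reading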
PMI act satM6P: activators of human phosphomannose isomerase at near-saturating mannose 6-phosphate; activation factor at 20 µM; actives 0.34% (n = 190,000); P34949; coupled PMI enzyme assay, resazurin fluorescence, 20 min; stronger effect = higher value; 1 = untreated enzyme, 0 = substrate-free blank; AID 1216;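 active means activation factor of 2 or more at 20 µM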
Target sequence (P34949 whole entry, looked up): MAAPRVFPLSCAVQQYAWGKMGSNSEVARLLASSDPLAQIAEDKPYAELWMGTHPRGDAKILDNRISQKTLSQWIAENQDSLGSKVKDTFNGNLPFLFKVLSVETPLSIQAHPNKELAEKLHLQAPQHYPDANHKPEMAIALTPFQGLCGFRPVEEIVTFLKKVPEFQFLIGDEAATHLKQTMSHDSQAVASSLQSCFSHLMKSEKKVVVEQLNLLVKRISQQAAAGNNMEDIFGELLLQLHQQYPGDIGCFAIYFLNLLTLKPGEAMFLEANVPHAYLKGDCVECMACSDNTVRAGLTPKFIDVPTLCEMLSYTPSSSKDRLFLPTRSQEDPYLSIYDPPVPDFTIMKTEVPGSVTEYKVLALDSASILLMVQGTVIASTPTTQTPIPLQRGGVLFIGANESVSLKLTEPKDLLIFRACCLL
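Material: human phosphomannose isomerase with PGI, G6PDH, diaphorase coupling enzymes; amount: PMI at 15 ng/mL final; also added: Mannose-6-phosphate 1.0 mM (near-saturating) plus 0.22 mM NADP+; incubation: enzyme reaction with compound 20 min at room temperature; signal: resorufin fluorescence (Ex 544/Em 590 nm) from resazurin via diaphorase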
PPARg SRC-2 ag: PPARgamma-driven SRC-2 recruitment agonism | PPARgamma LBD-SRC-2 recruitment, biochemical | activation, % at 8 µM | actives 0.34% (n = 200,000) | AID 1032; in the data active means activation above about 22%;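 further: 0% = vehicle and 100% = reference agonist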
G6PDH CS: inhibits Leuconostoc G6PDH, flagging false hits in G6PDH-based assays. Purified L. mesenteroides G6PDH, diaphorase/resazurin coupled fluorescence, 45 min. AID 1020. inhibition, % at 5 µM. actives 0.12% (n = 200,000); in the data active means inhibition above about 50%
SRC2 TRFRET art: flags TR-FRET format artefacts in PPARgamma SRC-2 recruitment agonist screen; actives 0.4% (n = 200,000); TR-FRET ratio at 8 µM; TR-FRET artefact counter-screen; stronger effect = higher value; AID 1049; in the data active means TR-FRET ratio above about 2000; further: inactives centre near 1500
PMI activator: phosphomannose isomerase (human) activation | purified human PMI, coupled resazurin fluorescence, 20 min; stronger effect = higher value; 1 = vehicle control, 0 substrate-free wells | actives 0.005% (n = 190,000) | activation factor at 20 µM | AID 1214;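 active means activation factor of 2 or more at 20 µM, relative to plate controls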
* hit, by the source's call; · = not tested or not shown.

SMILES | ROMK mod | PPARg SRC3 recr | PPARg SRC1 recr | S1P3 antag | Diaph act CS | Diaph inh CS | PMI act satM6P | PPARg SRC-2 ag | G6PDH CS | SRC2 TRFRET art | PMI activator
O=C(CCCN1C(=O)/C(=C\c2ccco2)SC1=S)Nc1ccc2ccccc2c1 | 0.201 | 3.6 | -7.3 | 3.6 | 0.8 | 23.2 | 1.1 | 5.2 | -18.7 | 1408 | 1.1
O=C(/C=C/c1ccccc1[N+](=O)[O-])NCCCn1ccnc1 | -1.57 | 5.8 | 3.7 | -3.1 | 0.9 | 14.3 | 0.9 | 11.2 | 6.1 | 1718 | 1
Cc1ccccc1/C=C1\OC(=O)c2ccccc21 | -0.701 | 9.2 | 1.1 | · | 0.9 | 7.7 | 1 | 7.3 | 2.5 | 1576 | 1
CC(NC(=O)CSc1ncccn1)c1ccccc1 (stereo not given) | -0.211 | -2.8 | 5.5 | 20.9 | 0.9 | 12.2 | 0.9 | -1.8 | 4.6 | 1495 | 0.9
O=C(CCC(=O)NC1CCCCCCC1)Nc1nnc(C(F)(F)F)s1 | · | -2.3 | -1.5 | · | 0.9 | 8.7 | 0.9 | 10.1 | 1.1 | 1584 | 1
CCC(C(=O)NCc1ccc(F)cc1)N(Cc1ccco1)C(=O)c1snc(C(N)=O)c1N (stereo not given) | -1.06 | 0.5 | 3.8 | -5.8 | 0.8 | 17.3 | 1 | -8.8 | 3.3 | 1540 | 1
CC(C)OC(=O)CSc1nc2cc3c(cc2cc1C#N)OCO3 | 0.435 | 5.5 | 54.2* | · | 1 | -2.0 | 1 | 2.7 | 9.6 | 1557 | 1.1
Cc1ccc(C(=O)N2c3ccc(F)cc3CCC2C)o1 (stereo not given) | · | -13.1 | 1.9 | -5.5 | 0.8 | 18.7 | 0.9 | 6.1 | -1.5 | 1544 | 0.9
Cc1cc(NCc2ccncc2)ccc1Br | -0.291 | -0.3 | -0.5 | -17.6 | 1 | -0.2 | 1 | 11.1 | 7.6 | 1624 | 1.2
COc1ccccc1C(=O)N1C(CC(=O)Nc2cc(Cl)ccc2C)C(=O)NC2CCCCC21 (stereo not given) | · | -8.0 | -0.1 | · | 1 | -1.6 | 1 | -3.8 | -1.4 | 1455 | 1
O=S(=O)(NCC1CCCO1)c1ccc2ccccc2c1 (stereo not given) | -0.151 | -4.0 | 7.2 | -6.8 | 0.9 | 11.6 | 0.9 | -6.2 | 6.1 | 1491 | 1
C=CCn1c(=S)[nH]c2ccccc2c1=O | 0.0068 | -4.5 | -2.3 | · | 0.7 | 31.1 | 1 | 5.2 | 10.3 | 1481 | 1
CCSc1nccc(-c2nn(-c3ccc(C)cc3)ccc2=O)n1 | 3.06* | 4.9 | -6.6 | · | 0.8 | 20.4 | 1 | 2.1 | -0.9 | 1395 | 0.9
Cc1ccccc1N=C1N=C(N)c2ccccc21 | · | 0.2 | 7.4 | 1.0 | 0.8 | 24.7 | 0.9 | -1.0 | -18.0 | 1442 | 0.9
O=C(c1ccncc1)c1ccc(N2CCN(C3CC(=O)N(Cc4cccs4)C3=O)CC2)cc1 (stereo not given) | · | 3.3 | 4.5 | -2.0 | 0.9 | 14.2 | 1 | 4.1 | 0.9 | 1568 | 1
OC(COc1ccccc1)CN1CCN(CC(O)COc2ccccc2)CC1 (stereo not given) | -0.385 | -3.0 | -0.2 | -12.3 | 1 | -0.7 | 1.3 | 2.9 | 4.0 | 1562 | 1.3
CCOc1ccc(N(CCCCO)C(=S)NC(=O)c2ccc(C)c(Br)c2)cc1 | · | 4.6 | 8.8 | 6.7 | 0.8 | 20.5 | 0.8 | 7.9 | 5.6 | 1777 | 0.7
CCCn1nnc(NC(=O)C(c2ccccc2)c2ccccc2)n1 | · | 4.3 | 12.8 | · | 1 | -2.8 | 1.1 | 11.9 | 10.9 | 1643 | 1.2
N=c1sccn1CC(=O)Nc1cc(Cl)ccc1[N+](=O)[O-] | -0.231 | -0.9 | 2.4 | -11.8 | 1.1 | -7.7 | 1.1 | -1.8 | 1.6 | 1630 | 1.1
N#Cc1nc(Cc2ccccc2)oc1N1CCC(Cc2ccccc2)CC1 | 1.07 | 5.2 | -6.2 | 8.4 | 0.9 | 7.7 | 1 | -14.2 | 0.0 | 1476 | 0.9
CCCCn1c(CNC(=O)C23CC4CC(CC(C4)C2)C3)nnc1SCC(=O)Nc1nnc(C)s1 | · | 6.2 | 2.6 | · | 0.9 | 11.6 | 0.9 | -1.4 | -17.1 | 1527 | 0.9
Cc1ccc(C(=O)NCC(=O)OCC(=O)Nc2ccc(Cl)cc2C(F)(F)F)cc1C | 0.735 | 0.4 | 2.1 | 2.7 | 0.9 | 11.1 | 1 | -2.3 | 2.4 | 1717 | 1
COc1cc(S(=O)(=O)N(Cc2ccc(C)cc2)Cc2ccco2)ccc1-n1cnnn1 | -0.00595 | -1.7 | -3.1 | · | 0.7 | 26.1 | 0.9 | 1.8 | 13.2 | 1524 | 0.9
COc1cc(NC(=O)c2ccccc2)c(OC)cc1NC(=O)CN1CCN(c2ccccn2)CC1 | -2.28 | 10.5 | 4.9 | 0.9 | 0.8 | 18.1 | 0.7 | 2.6 | 7.7 | 1365 | 0.8
COc1ccccc1-c1nnc2n1N=C(C)CS2 | · | 5.0 | 4.2 | 1.7 | 0.9 | 13.6 | 1.1 | 2.1 | 5.6 | 1364 | 1.1
CCOC(=O)C1=C(CC)Nc2ccccc2N=C1NC(=O)Nc1ccccc1OC | · | 10.1 | 8.3 | 3.1 | 0.8 | 15.2 | 1 | 3.7 | -15.5 | 1676 | 1
O=C(Nc1ccc(Cl)cc1)N1CCC(CO)(Cc2ccccc2)CC1 | -2.18 | -1.2 | -2.3 | 5.0 | 0.8 | 23.1 | 0.9 | 0.4 | 12.1 | 1379 | 0.9
Cc1ccc([N+](=O)[O-])cc1NC(=O)CN1CCCCC1 | · | 2.2 | 3.1 | · | 0.9 | 11.3 | 1 | 2.8 | 6.8 | 1551 | 1
CC(C)[C@H](NC(=O)OCc1ccccc1)C(=O)OCC(=O)Nc1c(F)cccc1F | · | 7.1 | 0.8 | 3.3 | 0.9 | 9.6 | 1 | 6.2 | -0.8 | 1644 | 0.9
COc1cccc(C2=NOC(C(=O)NCc3cccs3)C2)c1 (stereo not given) | · | -3.0 | 1.4 | · | 0.9 | 14.5 | 0.9 | -9.4 | 2.9 | 1559 | 0.9
N/C(Cc1ccc([N+](=O)[O-])cc1)=N\OC(=O)COc1ccc2ccccc2c1 | · | -3.9 | -2.1 | · | 0.8 | 21.7 | 0.8 | -5.6 | 6.8 | 1509 | 0.8
CCS(=O)(=O)CCSc1nc(C)cc(C)n1 | · | 3.9 | -2.9 | -33.6 | 0.9 | 11.3 | 1 | 0.5 | 3.2 | 1496 | 1.1
COc1cc(CN2C(=S)NC(C)(C)CC2(C)O)cc(OC)c1 (stereo not given) | 1.33 | 2.7 | -1.0 | 3.2 | 0.8 | 18.8 | 0.8 | -3.1 | 7.3 | 1676 | 0.9
COc1ccc(C(=O)CSc2nnc(-c3cc4ccccc4cc3O)n2Cc2ccco2)cc1 | · | -0.2 | -4.1 | 14.2 | 0.9 | 8.9 | 1 | 3.1 | 7.5 | 1401 | 1
Cc1cc(/C=C(\C#N)C(=O)NC2CCCCCC2)c(C)[nH]1 | · | 0.9 | 5.8 | -0.1 | 0.9 | 10.6 | 1 | 1.1 | 5.3 | 1583 | 1
CCCCNC(=O)N1CCc2ccccc2C1 | 0.153 | 4.7 | 6.3 | 3.1 | 1 | 0.2 | 1.1 | 2.3 | 8.9 | 1377 | 1.1

Exported with tabs: part of the list above.
SMILES	ROMK mod	PPARg SRC3 recr	PPARg SRC1 recr	S1P3 antag	Diaph act CS	Diaph inh CS	PMI act satM6P	PPARg SRC-2 ag	G6PDH CS	SRC2 TRFRET art	PMI activator
COc1cccc(C2=NOC(C(=O)NCc3cccs3)C2)c1 (stereo not given)	·	-3.0	1.4	·	0.9	14.5	0.9	-9.4	2.9	1559	0.9
CCSc1nccc(-c2nn(-c3ccc(C)cc3)ccc2=O)n1	3.06*	4.9	-6.6	·	0.8	20.4	1	2.1	-0.9	1395	0.9
CCCCn1c(CNC(=O)C23CC4CC(CC(C4)C2)C3)nnc1SCC(=O)Nc1nnc(C)s1	·	6.2	2.6	·	0.9	11.6	0.9	-1.4	-17.1	1527	0.9
CC(NC(=O)CSc1ncccn1)c1ccccc1 (stereo not given)	-0.211	-2.8	5.5	20.9	0.9	12.2	0.9	-1.8	4.6	1495	0.9

Carrying on:
SMILES | ROMK mod | PPARg SRC3 recr | PPARg SRC1 recr | S1P3 antag | Diaph act CS | Diaph inh CS | PMI act satM6P | PPARg SRC-2 ag | G6PDH CS | SRC2 TRFRET art | PMI activator
COCCCNC(=O)C(=O)N/N=C/c1ccc(OCC(=O)Nc2cccc(Cl)c2C)c(OC)c1 | 0.0112 | -10.2 | -3.2 | · | 0.8 | 19.0 | 1 | -0.7 | 5.8 | 1544 | 1
CC(O)CN(C)CC/C=C1/c2ccccc2CSc2ccccc21 (stereo not given) | · | 0.8 | -1.2 | -9.9 | 1 | -1.9 | 1.1 | -1.1 | 7.6 | 1347 | 1
Cc1ccc(NC(=O)C(OC(=O)c2ccccc2Cl)c2ccccc2)cc1Cl (stereo not given) | -0.423 | 1.9 | -2.8 | 29.3* | 0.8 | 24.6 | 0.8 | -0.5 | 4.4 | 1437 | 0.7
O=[N+]([O-])c1ccccc1/C=N/NC1=NS(=O)(=O)c2ccccc21 | -0.157 | -1.0 | 0.6 | -13.2 | 1 | 0.5 | 1.1 | 2.8 | 2.7 | 1525 | 1.2
COC(=O)c1ccccc1NC(=S)N(Cc1ccc2c(c1)OCO2)Cc1cc2cc(OC)ccc2[nH]c1=O | · | 1.1 | -1.3 | 11.5 | 0.7 | 25.8 | 0.8 | -0.7 | 9.3 | 1737 | 0.7
Cc1cccc(NC(=O)CN(C)S(=O)(=O)c2cnc[nH]2)c1 | · | 14.8 | 2.5 | -6.9 | 0.9 | 9.8 | 1 | 2.1 | 1.3 | 1650 | 1
Cc1sc(NC(=S)NC(=O)C2CCCCC2)c(C(N)=O)c1C | · | 1.0 | -0.6 | -5.8 | 0.8 | 21.1 | 0.9 | -0.4 | 6.4 | 1366 | 0.9
CCN1C(=O)/C(=C\c2ccc(-c3ccc([N+](=O)[O-])cc3OC)o2)SC1=Nc1cccc(C(=O)O)c1 | 1.24 | 6.2 | 0.7 | -27.7 | 0.7 | 28.3 | 0.5 | 7.3 | 18.4 | 1647 | 1.1

Outcome played no part in choosing rows, and some 3.3% of all compounds hit somewhere here.
